FLuc inh: qHTS Assay for Inhibitors of Firefly Luciferase | Luciferin 4-monooxygenase (Photinus pyralis), P08659 | actives 2.2% (n = 72,000) | Potency, µM (series often up to 57.1 µM), for inactives: top-dose activity change, negative = inhibition, most hits filed as inhibitors | purified firefly luciferase, luminescence, 8 min; note: potency is the fitted concentration of half-maximal effect; % is set by controls: 0 for no effect and ±100 for the full control effect; nearly all actives have a fitted effect of over 40% in size
Target sequence (P08659 whole entry, looked up): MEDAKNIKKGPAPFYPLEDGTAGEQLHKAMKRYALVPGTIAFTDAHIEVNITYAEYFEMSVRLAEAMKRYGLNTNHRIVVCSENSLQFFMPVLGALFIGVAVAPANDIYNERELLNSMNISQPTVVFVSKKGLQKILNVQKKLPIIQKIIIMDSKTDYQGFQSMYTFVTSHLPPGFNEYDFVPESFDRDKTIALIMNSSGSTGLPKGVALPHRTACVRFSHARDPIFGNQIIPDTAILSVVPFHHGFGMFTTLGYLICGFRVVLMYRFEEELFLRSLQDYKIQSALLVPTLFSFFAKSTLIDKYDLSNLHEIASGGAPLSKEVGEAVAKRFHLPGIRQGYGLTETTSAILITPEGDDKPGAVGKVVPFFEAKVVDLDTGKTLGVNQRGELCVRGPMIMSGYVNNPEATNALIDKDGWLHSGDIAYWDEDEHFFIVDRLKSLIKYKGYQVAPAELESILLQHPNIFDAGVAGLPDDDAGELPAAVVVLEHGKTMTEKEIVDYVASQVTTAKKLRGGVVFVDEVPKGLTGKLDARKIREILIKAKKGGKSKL
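Compounds were tested as concentration series (qHTS) against purified P. pyralis luciferase with luciferin and 10 uM ATP in 50 mM imidazole pH 7.2, 50 mM KCl, 7 mM MgCl2, 0.01% Tween 20, 0.05% BSA. Luminescence was read after 8 min at ambient temperature.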
UbGFP stabilizer: Ubiquitin-GFP Assay. 67,000 tested, under 10 active. Potency, µM (top dose mostly 45.9 µM), for the others: at the highest dose activation (GFP accumulation), hits mostly activators. AID 526, 2006. Ubiquitin-GFP reporter cells, proteasome inhibition, GFP fluorescence; response scale: untreated = 0%, 10 µM MG-132 = 100%; active = well fitted activation curve with a large enough effect, not every such curve was filed as active; inconclusive = small, poorly fitted or top-dose-only effect, or another doubt; inactive = no such curve, though single readings can be large or run the other way; note: potency is the fitted concentration of half-maximal effect
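GFP accumulation read-out: laser plate cytometry counting ubiquitin(G76V)-GFP-expressing U2OS cells after 4 hr compound exposure at 37 °C. Titrations spanned 46 uM to 2.9 nM; 0% = basal, 100% = 10 uM MG-132; concentration-response curves fitted.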
CRE Fsk mod: Cell signaling CRE-BLA (Fsk stim) | CHO CRE-bla reporter (cAMP response element driving beta-lactamase), forskolin EC10, beta-lactamase ratio | Potency, µM (doses to about 38.2 µM), inactives show at the top dose activity change, negative = inhibition, actives largely listed as activators | actives 2.5% (n = 71,000) | AID 662, 2007; active = well fitted activation curve with a large enough effect in the signal ratio, with a control signal flat, not every such curve was filed as active; inconclusive = small, poorly fitted or top-dose-only effect, or effect the other way, or a change in a side signal; the % refers to the signal ratio; note: potency is the fitted concentration of half-maximal effect; % of control where 0% means no effect
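qHTS titration format; CRE-bla CHO reporter; stimulus EC10 NKH 477, a water-soluble forskolin. Read: CCF4 460/530 nm ratio. Potency expressed as AC50 for activators or inhibitors.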
Epigenetic mod: qHTS Assay for Epigenetic Modulators | Potency, µM (top dose mostly 46.1 µM), for the others: at the highest dose GFP derepression (activation) | mouse C127i GFP locus derepression, cytometry, 30 h | actives 0.09% (n = 68,000); note: % of control where 0% means no effect
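Murine C127i mammary cells carrying a silenced, stably integrated CMV-driven GFP reporter were treated with compound for 30 hours at 37 C. After PBS washes, GFP-positive cells were counted by laser-scanning microplate cytometry.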
A350 fluor: qHTS Assay for Spectroscopic Profiling in A350 Spectral Region. Compound autofluorescence, 340/450 nm, Alexa 350 dye-equivalents; active compounds read high. max dye-equivalent concentration, M. actives 11% (n = 59,000); in the data active = max dye-equivalent concentration above about 10 nM; inconclusive = mostly about 1.1 nM to 9.6 nM
4-MU autofl: qHTS Assay for Spectroscopic Profiling in 4-MU Spectral Region; max dye-equivalent concentration, M; compound autofluorescence, 340/450 nm, 4-MU equivalents; active compounds read high; actives 11% (n = 59,000); in the data active = max dye-equivalent concentration above about 10 nM; inconclusive = mostly about 1.1 nM to 9.6 nM
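Compounds in 100 mM Tris, pH 8.0, incubated 15 min at room temperature, then fluorescence read at 340 nm excitation/450 nm emission. Signal converted to 4-MU dye-equivalent concentration using an on-plate six-point 4-MU standard curve.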
Hsp90 Hop PPI: qHTS Assay for Disrupters of an Hsp90 Co-Chaperone Interaction | actives 0.44% (n = 71,000) | Potency, µM (titrated, usually from 57 µM), inactives show top-dose activity change, negative = inhibition | AlphaScreen TPR2A-His6 binding biotin-Hsp90 C-terminal peptide | AID 595, 2007 | Hsp90 C-terminal peptide / TPR2A (Hop) interaction, human; active = well fitted curve in either direction with a large enough effect; inconclusive = small, poorly fitted or top-dose-only effect, or another doubt; note: potency is the fitted concentration of half-maximal effect; % is set by controls: 0 for no effect and ±100 for the full control effect; many of its hits are not listed in these tables
HBB splicing: qHTS Assay for Modulators of Hemoglobin Beta Chain Splicing. HBB splicing reporter cell assay, activation; EGFP reporter with mutant IVS2-654 intron; response scale: normalised to 500 nM splice-correcting PNA. Potency, µM (doses to about 46.1 µM), without a hit: at the highest dose activation, most hits filed as activators. actives 0.06% (n = 65,000); note: potency is the fitted concentration of half-maximal effect; 0% is about no effect
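Compounds were applied for 2 days to HeLa EGFP-654 cells, 500/well in Optimem with 2% FCS. The reporter's EGFP is disrupted by mis-splicing of beta-globin intron IVS2-654. Readout: summed well GFP fluorescence from 488 nm laser scanning; reference was 500 nM antisense […] 654 PNA.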
ERK AVP block: qHTS Assay for Inhibitors of the ERK Signaling Pathway using a Homogeneous Screening Assay; HEK293-V1b, vasopressin-stimulated pERK AlphaScreen; Potency, µM (titrated, usually from 57.5 µM), for inactives: top-dose activity, negative = inhibition, actives largely listed as inhibitors; actives 0.99% (n = 72,000); AID 995, 2007; note: potency is the fitted concentration of half-maximal effect; % is set by controls: 0 for no effect and ±100 for the full control effect; nearly all actives have a fitted effect of over 55% in size
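HEK293 cells stably expressing V1b receptor, preincubated 30 min at 37 °C with compound, then stimulated 5 min with 25 nM vasopressin. Phospho-ERK by AlphaScreen SureFire after 5 h RT; normalized to DMSO and vasopressin; AC50 by Hill fit.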
Fluorescein autfl: qHTS Assay for Spectroscopic Profiling in Fluorescein Spectral Region | actives 0.91% (n = 59,000) | Compound autofluorescence, 480/540 nm, fluorescein-equivalent; active compounds read high | max fluorescein-equivalent concentration, M; in the data active = max fluorescein-equivalent concentration above about 10 nM; inconclusive = between about 1.1 nM and that limit
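Autofluorescence profiling; 100 mM Tris, pH 8.0; incubation 15 min at RT; ex/em 480/540 nm; result as fluorescein-equivalent concentration.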
Texas Red fluor: qHTS Assay for Spectroscopic Profiling in Texas Red Spectral Region; max dye-equivalent concentration, M; actives 0.06% (n = 59,000); Compound fluorescence, Texas Red channel, 547/618 nm; active compounds read high; AID 587, 2007; in the data active = max dye-equivalent concentration above about 10 nM; inconclusive = between about 1.1 nM and that limit
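Dye-equivalent concentrations come from scaling compound signal (ex 547, em 618 nm) to six Texas Red standard concentrations run on every plate, after 15 min room-temperature incubation in pH 8.0 Tris (100 mM).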
An asterisk follows results filed as active; i = inactive; ? = inconclusive; . = no result given; [ ] = another dose, or the depositor's remark. Unless noted, calls come from the whole dose curve; as a rule, active = well fitted curve in the direction sought with a large enough effect; inconclusive = small, poorly fitted or top-dose-only effect, or another doubt; inactive = no such curve, though single readings can be large; an effect the other way counts as inactive or inconclusive. The list is partial; count on the stated rates, not on these rows.

SMILES	FLuc inh	UbGFP stabilizer	CRE Fsk mod	Epigenetic mod	A350 fluor	4-MU autofl	Hsp90 Hop PPI	HBB splicing	ERK AVP block	Fluorescein autfl	Texas Red fluor
Cc1ccc(C)c(NC(=O)c2ccc3c(c2)N(Cc2ccc(F)cc2)C(=O)CS3=O)c1 (stereo unspecified)	0%	-3%	-1%	0%	.	.	-1%	-0.6%	-2%	.	.
CCOC(=O)C1=C(C)OC(N)=C(C#N)C1c1cc(OC)c2c(c1)OCO2 (stereo unspecified)	-2%	4%	8%	-1%	?	?	-2%	-0.4%[57.5 µM]	13%	?	i
COc1cc2ccc(=O)oc2c(O)c1O	2%[11.4 µM]	7%	?	-5%[9.22 µM]	3.4e-08M*	3.5e-08M*	-2%	.	?	i	i
O=C(O)CN1CCN(Cc2ccccc2)C1=O	-3%	.	-4%	6%	i	i	-1%	-2.3%[0.369 µM]	-9%	?	i
COC(=O)c1sc(NC(=O)c2csc3c2CCCC3)nc1C	10µM*	-7%	18%	0%	i	i	-6%	4.9%	-28%	i	i
CCOC(=O)C(NC(=O)CC(C)C)(Nc1cc(C)on1)C(F)(F)F (stereo unspecified)	5%	4%	-10%	-3%	i	i	-1%	2.8%	10%	i	i
COCCNc1ncnc2c1cnn2Cc1ccc(Cl)cc1	0%	-11%	?	-1%	?	i	-3%	0.4%	-23%	?	i
O=C1C2=C(Nc3ccccc3SC2c2ccco2)c2ccccc21 (stereo unspecified)	-4%	-5%	?	-5%	.	.	?	-3.0%	?	.	.
O=C(c1cc2nc(-c3ccco3)cc(C(F)(F)F)n2n1)N1CCCCCC1	-24%	-3%	?	0%	.	.	5%	-1.2%	-4%	.	.
CCC(c1c(C)n(C)n(-c2ccccc2)c1=O)c1c(C)n(C)n(-c2ccccc2)c1=O	1%[25.5 µM]	.	.	3%[20.6 µM]	i	i	.	.	.	i	i
CC(C)(O)C#Cc1ccc(C(=O)NCc2cccs2)s1	-4%	-16%	-2%	1%	i	i	-6%	3.8%	-8%	i	i
CCN(CC)C(=O)COc1ccc2oc(C)c(C(=O)OC)c2c1	-2%	-4%	?	0%	i	i	-1%	0.0%	-20%	i	i
COc1ccc2cc(CN(CCO)C(=O)c3ccc(Br)cc3)c(=O)[nH]c2c1	0%	5%	7%	0%	i	i	-2%	.	-24%	i	i
CC(C)(C)c1cc(O)c(C(C)(C)C)cc1O	-1%	-2%	33%	1%	.	.	-20%	.	-17%	.	.
CC1N(C)c2cc(NC(=O)c3ccco3)ccc2C1(C)C (stereo unspecified)	16µM*	2%	-1%	0%	i	i	-12%	1.1%	-21%	?	?
O=C(C1CCN(c2nnc(-n3cccc3)s2)CC1)N1CCOCC1	-5%	0%	-13%	3%	.	.	-4%	-0.3%	-9%	.	.
Cc1cc(NC(=O)c2cccnc2)ccc1NC(=O)c1ccco1	-30%	-6%	6%	-2%	i	i	-2%	-2.6%	1%	i	i
COc1cc(-c2nnc(SCc3c(F)cccc3Cl)o2)cc(OC)c1OC	0%	-8%	?	1%	.	.	18%	-0.6%[9.22 µM]	14%	.	.
Cc1ccc2ccccc2c1COC(=O)c1nonc1N	2%	11%	-13%	6%	?	i	-2%	-0.3%	-5%	i	i
COc1ccc(-c2nc3cnc(Oc4ccccc4)nc3n(CCC#N)c2=O)cc1	-3%[11.4 µM]	2%	?	-3%[9.22 µM]	1.9e-08M*	1.4e-08M*	3%	1.2%	-1%	?	i
Cn1cccc1C(C(=O)NC1CCCCC1)N(C(=O)Cc1cccs1)c1ccc2c(c1)OCO2 (stereo unspecified)	4%	5%	-8%	-4%	i	i	-2%	.	3%	i	i
CC(=O)/C(=N\N=C(N)N)c1ccccc1	1%[11.4 µM]	1%[9.17 µM]	-1%[7.6 µM]	-3%[9.22 µM]	i	i	-3%[11 µM]	3.8%[9.22 µM]	6%[11.5 µM]	i	i
Cc1ccc(-n2c3c(cc(C(=O)NCc4ccco4)c2=O)C(=O)CC(C)(C)C3)cc1	1%	-12%[9.17 µM]	?	-2%	.	.	?	0.7%[0.0738 µM]	19%	.	.
CCOC(=O)N1CCN(C(=O)C2COc3ccccc3O2)CC1 (stereo unspecified)	-1%	13%	2%	-2%	.	.	-3%	0.6%	-11%	.	.
O=c1nc2n(c3cc(Cl)c(S(=O)(=O)N4CCOCC4)cc13)CCCCC2	0%	7%	-4%	0%	i	i	-7%	-1.2%	-1%	i	i
CC(C)C(=O)Nc1ccc(C(=O)NC2CCSC2=O)cc1 (stereo unspecified)	0%	3%	-2%	-2%	i	i	-3%	.	5%	?	i
CC1CCN(C(=O)CSc2nnc(Cc3cc(=O)[nH]c(=O)[nH]3)n2-c2ccc(Cl)cc2)CC1	4%	0%	-6%	.	.	.	-2%[2.3 µM]	-1.0%	-11%	.	.
CC(C)(C)n1cnc2cc(NS(=O)(=O)c3ccccc3)ccc21	-2%	-8%	6%	2%	i	i	-5%	1.8%	-15%	i	i
CCn1c(=O)n(CC)c2cc(S(N)(=O)=O)c(C)cc21	1%	-2%	16%	0%	i	i	-3%	-0.1%	-10%	i	i
Cn1cc(CC(=O)N2CCN(c3ccc(Cl)cc3)CC2)c2ccccc21	0%	2%	?	0%	i	i	-19%	-4.0%	?	i	i
O=C(CN1C(=O)c2ccccc2S1(=O)=O)Nc1ccccc1C(=O)NCc1ccco1	0%	-2%	-13%	3%	i	i	?	1.4%	18%	i	i
CN(Cc1ccccc1)C(=O)COC(=O)c1ccc2c(c1)OCO2	4%	-2%	2%	12%	i	i	0%	-0.3%[57.5 µM]	-9%	i	i
COc1ccc(OC)c(-n2c(SCC(=O)N3CCc4ccccc43)nc3c(c2=O)SCC3)c1	0%	7%	18%	.	.	.	-17%	-0.7%	.	.	.
CN1C(=O)CSc2ccc(C(=O)O)cc21	-1%	7%	-5%	.	.	.	-1%	0.6%	.	.	.
COC(=O)N(C)c1nc2ccccc2s1	-9%	0%	6%	9%	i	i	4%	0.2%[57.5 µM]	1%	i	?
O=C(Nc1ccc(-n2nncc2-c2ccco2)cc1)c1cc2ccccc2oc1=O	-1%	2%	-15%	0%	i	i	1%	12%[0.369 µM]	-15%	i	i
Cc1ccc(C)c(N2CCN(C(=O)c3cc4ccccc4oc3=O)CC2)c1	-1%	-10%	19%	.	.	.	-12%	-0.6%	.	.	.
Cc1ccc2c(c1)-c1ccccc1S(=O)(=O)N2	3%	0%	-3%	0%	1.2e-07M*	1.4e-07M*	-2%	.	-16%	i	i
Cc1nc2cnc(N3CCOCC3)nc2n(CCc2ccccc2)c1=O	1%[11.4 µM]	2%	13µM*	-2%[9.22 µM]	1.3e-08M*	1e-08M*	5%	0.6%	?	i	i
O=C(CN1C(=O)COc2ccccc21)N(Cc1cccnc1)Cc1cccc(F)c1	2%	-6%	-8%	-5%	i	i	-5%	.	-26%	i	i
COc1ccc(CC(=O)Nc2ccc(S(=O)(=O)NCC3CCCO3)cc2)cc1 (stereo unspecified)	0%	3%	-1%	0%	i	i	-1%	0.8%	-1%	i	i
NC1=NC2=C(CCCC2)C2(CCCCC2)S1	-2%	-5%	-2%	2%	i	i	-2%	.	-27%	i	i
Cc1ccc(CNC(=O)c2cc3c(=O)n(C)c4ccccc4c3n2C)o1	-2%	-5%	?	.	.	.	-6%[2.3 µM]	0.6%	-6%	.	.
CNC(=O)CSc1nnnn1CCCOC	4%	-4%	-2%	-3%	i	i	0%	.	-4%	i	?
Cc1n[nH]c(C)c1N1C(=O)c2cccc3cc(Br)cc(c23)C1=O	0%	-13%	23%	-2%	.	.	-4%	-4.0%	?	.	.
COc1ccc(C(=O)CSc2nnc(-c3ccco3)n2CC2CCCO2)cc1 (stereo unspecified)	0%	3%	?	-2%	?	i	-5%	-7.0%	?	?	i
NC(=O)C1CCN(C(=O)C23CC4CC(CC(C4)C2)C3)CC1	0%	0%	6%	-1%	i	i	0%	-0.3%[57.5 µM]	21%	?	?
COC(=O)n1c(=O)oc2cc(S(=O)(=O)N3CCOCC3)ccc21	1%	11%	-3%	0%	i	i	4%	-1.0%	-5%	i	i

From PubChem BioAssay
